PLK1 inh: blocks human PLK1 kinase activity. 0.53% of 97,000 active. inhibition, % at 10 µM. AID 619. recombinant PLK1 kinase, TR-FRET peptide phosphorylation. P53350;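 active = inhibition of 50% or more in the single-concentration screen; inactive = inhibition below 50%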;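 also: 0% = DMSO max control and 100% = H-89 dihydrochloride min control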
LYP act: LYP (human) phosphatase activation | activation, % at 2 µM | 0.11% of 96,000 active | recombinant LYP, DiFMUP fluorescence; 0 = plate median, 100 = signal doubled | Q9Y2R2;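 active = activation at 2 µM above a set limit, the mean plus 5 SD, cut at about 37% in these data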
EphB4 antag: antagonists of human EphB4-ephrin-B2 interaction; P54760; EphB4 LBD / TNYL-RAW-Alexa532 peptide, fluorescence polarization; inhibition, % at 7 µM; 0.15% of 97,000 active; AID 720;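 active = inhibition above the screen-wide mean inhibition plus 3 SD, cut at about 15% in these data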;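 also: 0% = DMSO wells and 100% = excess unlabeled TNYL-RAW peptide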
Rev-RRE block: inhibitors of HIV-1 Rev-RRE RNA interaction; Rev peptide-RRE RNA binding, FRET; P05866; inhibition, % at 8 µM; 0.79% of 97,000 active; AID 704;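 active = inhibition above the screen-wide mean plus 3 SD, cut at about 35% in these data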;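 also: 0% = median DMSO wells and 100% = median Neomycin B control wells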
Target sequence (P05866 whole entry, looked up): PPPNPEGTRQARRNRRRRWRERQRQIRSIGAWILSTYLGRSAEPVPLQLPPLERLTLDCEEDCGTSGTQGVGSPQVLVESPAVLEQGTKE
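assay system = Cy5-tagged RRE RNA duplex with fluorescein-tagged Rev peptide | incubation = 5 + 15 min at 25 °C | also added = labelled Rev peptide | measure = % inhibition of FRET ratio versus controls | benchmarks = DMSO wells as 0% and neomycin B wells as 100% inhibition | measured by = FRET fluorescence readout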
CYP2C9 inhib: inhibitors of human CYP2C9; 20% of 96,000 active; CYP2C9 Supersomes, luciferin-H conversion, luminescence; P11712; AID 777; inhibition, % at 5 µM;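 active = blocking of liver enzyme CYP2C9 beyond about 50% at 5 µM, limit read from the data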; also: values of inactives mirror those of a sister screen read the other way
Target sequence (P11712 whole entry, looked up): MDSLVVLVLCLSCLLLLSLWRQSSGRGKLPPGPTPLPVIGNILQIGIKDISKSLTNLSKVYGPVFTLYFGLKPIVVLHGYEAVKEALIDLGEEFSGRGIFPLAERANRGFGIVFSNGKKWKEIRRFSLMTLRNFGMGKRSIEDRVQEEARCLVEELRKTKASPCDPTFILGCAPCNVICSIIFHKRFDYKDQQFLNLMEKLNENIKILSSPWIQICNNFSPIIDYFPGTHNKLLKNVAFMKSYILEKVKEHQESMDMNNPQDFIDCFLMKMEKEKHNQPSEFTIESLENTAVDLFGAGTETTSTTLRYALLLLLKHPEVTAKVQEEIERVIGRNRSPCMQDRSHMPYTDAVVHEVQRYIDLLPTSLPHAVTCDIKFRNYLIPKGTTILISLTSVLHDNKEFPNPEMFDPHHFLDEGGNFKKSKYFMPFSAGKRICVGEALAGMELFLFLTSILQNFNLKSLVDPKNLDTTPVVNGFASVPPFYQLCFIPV
Plk1 PBD FP: inhibitors of human Plk1 polo box domain binding; Plk1 PBD phosphopeptide binding, fluorescence polarization; 0.13% of 97,000 active; inhibition, %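 (tested at about 20 µM)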; AID 693; in the data active = inhibition above about 34%, passing the limit was not always enough
CYP2C9 activ: increases human cytochrome P450 2C9 activity | P11712 | recombinant CYP2C9, luciferin-H conversion, luminescence; hits give high values; factor 1 = untreated enzyme, 0 = blocked | activation factor at 5 µM | 1.4% of 96,000 active | AID 1024;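 active = activation factor of 2 or more for CYP2C9 at a 5 µM dose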;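 also: 0 = sulfaphenazole-blocked wells and 1 = vehicle-only wells; values of inactives mirror those of a sister screen read the other way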
Candida biofilm: kills Candida albicans biofilms. C. albicans biofilm + clotrimazole, Alamar Blue. 0.14% of 85,000 active. inhibition, % at 6 µM;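 active = inhibition above 20%; inactive = inhibition below 20%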;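 also: preformed 24 hr biofilms exposed to compound for 48 hr; 0% = biofilm without compound and 100% = blank killed by clotrimazole plus chlorhexidine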
PTPN22 inh 2: blocks human PTPN22 phosphatase activity. 0.21% of 96,000 active. inhibition, % at 2 µM. recombinant LYP catalytic domain, DiFMUP fluorescence;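 active = inhibition at 2 µM at or above a set limit, the screen mean plus 3 SD, cut at about 24% in these data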;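 also: 0% = DMSO with enzyme and 100% = enzyme fully blocked by orthovanadate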
* = called active by the depositor; . = no result given.

molecule	PLK1 inh	LYP act	EphB4 antag	Rev-RRE block	CYP2C9 inhib	Plk1 PBD FP	CYP2C9 activ	Candida biofilm	PTPN22 inh 2
O=C(O)CSCCCC(=O)Nc1ccc(Br)cc1	3	-5	0	9	-9	8	1.1	5	3
O=C(Oc1ccc(N2C(=O)CCC2=O)cc1)c1ccco1	-5	-11	6	7	-4	-8	1	3	10
CCOC(=O)c1c(C)c(C(=O)NCc2cccs2)c(C)n1C	-6	-1	6	3	-71	10	1.7	1	-1
O=S(=O)(c1ccc(S(=O)(=O)N2CCCN(Cc3ccccc3)C2)cc1)N1CCCCCC1	-8	-6	-7	5	74*	6	0.3	1	3
COc1ccc(NC(=O)C(C/C=C(/C)Cl)C(C)=O)cc1 (stereo not drawn)	-10	4	-4	2	.	-16	.	21*	-4
COc1ccc(Nc2nc(N3CCCC3)nc3ccccc23)c(OC)c1	0	-7	-3	8	26	4	0.7	0	6
CCOc1ccc(N(CC(=O)Nc2ccc3c(c2)OCCO3)S(=O)(=O)c2c(C)noc2C)cc1	-1	-6	3	8	8	9	0.9	6	4
O=S1(=O)CCN=C2SC3=C(CCCC3)N21	-10	-2	8	4	0	6	1	6	-1
O=C(Nc1cccs1)NC1CCCC1	-14	-18	-7	2	2	-7	1	-1	17
O=C(CN(Cc1ccco1)C(=O)CNS(=O)(=O)c1ccc(Cl)cc1)NCc1ccc(F)cc1	4	-3	1	9	.	-4	.	-7	7
O=c1oc2cc(OCc3c(F)cccc3Cl)ccc2cc1-c1ccccn1	-12	-6	-3	10	.	-20	.	.	9
CCC1(C)Cc2ccccc2C(Nc2c(C)n(C)n(-c3ccccc3)c2=O)=N1 (stereo not drawn)	-7	-1	10	6	7	22	0.9	-1	0
CC1CCCN(C/C=C/c2ccccc2[N+](=O)[O-])C1 (stereo not drawn)	-7	-3	1	5	-2	-16	1	.	6
CCCOc1cccc(C(=O)N(Cc2ccc(OC)c(OC)c2)C2CCS(=O)(=O)C2)c1 (stereo not drawn)	-6	6	2	-2	42	-28	0.6	2	-6
Cc1ccccc1Cn1c(=O)n(CCCC(=O)NCc2ccco2)c(=O)c2sccc21	-11	11	-6	8	94*	-36	0.1	8	-11
CC(=O)N1CN(C2CCCC2)Cc2c1sc1c2CCCC1	-10	-2	3	-2	14	-9	0.9	7	-5
O=C(CCS(=O)(=O)c1cccc2nsnc12)N1CCN(c2ccccc2F)CC1	-2	-5	6	4	-136	32	2.4*	-5	6
Cc1ccc(-c2nc3ncccn3c2NC2CCCC2)o1	-8	2	-1	8	1	24	1	7	1
CCNc1nc(NC(C)C)nc(N(C#N)C(C)C(=O)N(C)C)n1 (stereo not drawn)	-10	8	-5	7	.	-1	.	-7	-7
COc1cc(OC)cc(C(=O)NC(=S)Nc2ccc3c4c(cccc24)CC3)c1	-6	-4	-2	1	6	-13	0.9	.	9
C=CCNC(=O)/C(=C\c1ccc([N+](=O)[O-])cc1)NC(C)=O	-4	2	-8	7	0	-12	1	.	1
COC(=O)C1=C(O)/C(=C\c2ccc(CNC(=O)C(=O)Nc3ccc(C)cc3)o2)N=C1C	-12	3	2	8	88*	20	0.1	2	-2
CCn1c(C(=O)N2CCCC(C(=O)NCCCc3ccccc3)C2)cc2sccc21 (stereo not drawn)	-14	-3	2	3	.	-7	.	8	6
O=C(NCc1cccnc1)c1cccnc1Sc1ccc(Cl)cc1	-14	0	0	6	40	-1	0.6	.	4
O=C(N(Cc1ccccc1)c1ccccn1)C12CC3CC(CC(C3)C1)C2	-12	4	3	17	-1	-34	1	-2	-4
COc1ccccc1C(c1nnnn1Cc1ccccc1)N1CCC(C(N)=O)CC1 (stereo not drawn)	-4	-9	3	3	.	11	.	10	10
Nc1nc2n(n1)C(c1ccc(F)cc1)CC(c1ccc(F)cc1)N2 (stereo not drawn)	-12	6	-1	1	9	1	0.9	2	-9
CCc1nnc2sc(-c3ccc(NC(=O)c4ccco4)cc3)nn12	-2	2	0	5	9	0	0.9	-1	-5
COc1ccccc1-n1cnc2cc(NCc3ccccn3)ccc21	-12	-14	3	4	-20	-15	1.2	2	16
CCOC(=O)c1ccc(NS(=O)(=O)N2CCCCCC2)cc1	-13	-4	3	10	68*	-12	0.3	6	-1
CCOC(=O)c1c(C)n(C)c2ccc(OC)c(NC(=O)CN3CCCCC3)c12	-3	-11	-4	-1	30	22	0.7	6	9
Cc1cccc(NC(=O)CSc2nnc(-c3ccco3)o2)c1C	-8	12	-15	-4	18	12	0.8	2	-13
COc1ccccc1-c1cc(C(F)(F)F)nc(NCc2ccco2)n1	-3	-2	1	13	-2	-1	1	1	0
CCC(C)c1ccc(O)c(/C=N/O)c1 (stereo not drawn)	-11	5	1	12	14	8	0.9	0	-5
COc1ccc(C2CC(c3ccc(C)cc3)Nc3nc(N)nn32)cc1 (stereo not drawn)	-3	-1	-3	3	27	7	0.7	7	0
CCn1nnc(-c2ccccc2NC(=O)c2cnccn2)n1	0	1	-2	-4	.	0	.	4	-2
C/C(N)=C(/C#N)C(=O)CSc1nnc(COc2cc(C)ccc2C)o1	-8	-13	4	6	9	-13	0.9	2	15
CCCCCCCC(=O)NNC(=O)Cc1ccccc1	-4	10	1	-1	2	4	1	.	-6
Cc1ccc(-n2ncc3c(=O)[nH]c(SCC(=O)N4CCCc5ccccc54)nc32)cc1	-6	-12	1	4	12	16	0.9	2	10
Cc1ccccc1C(=O)N/N=C/c1ccc(OCC(=O)N2CCCCC2)cc1	-3	-10	0	3	24	15	0.8	.	14
CC1CCN(c2oc(-c3cccc4ccccc34)nc2C#N)CC1	-4	0	-5	2	.	-22	.	6	-3
Cc1nc2ccc(NC(=O)N3CCCCC3)cc2nc1C	-13	8	2	3	.	-6	.	-1	-7
Cc1ccc(S(=O)(=O)Cc2ccc(C(=O)NCc3ccc4c(c3)OCO4)o2)cc1	-15	-8	-1	-4	98*	-1	0	3	11
O=C(NC1c2ccccc2-c2ccccc21)c1ccco1	-1	-9	0	0	35	18	0.7	9	7
CCOC(=O)c1[nH]c(C)c(C(=O)NCc2ccc(OC)cc2)c1C	-12	2	-5	0	44	14	0.6	9	-6
CC(C)c1nc(SCC(=O)N2CCCC2)c2ccccc2n1	-11	0	-2	0	4	-18	1	10	-3
CCn1c(=O)c([N+](=O)[O-])c(NCCc2ccccc2)c2ccccc21	-17	10	4	8	-10	-31	1.1	.	-6
Clc1cnc(N/N=C/c2cccs2)c(Cl)c1	-11	-9	1	9	-21	16	1.2	7	11
CC1C2C(C)N(C)C(=O)N(C)C2N(C)C(=O)N1C (stereo not drawn)	-3	-12	-2	36	-2	27	1	.	12
CCCC(C(=O)c1ccccc1)n1cncn1 (stereo not drawn)	-4	-6	-9	5	5	-2	0.9	3	3
Cc1c(C=O)c2ccccn2c1C(=O)c1ccccc1	7	-3	3	8	90*	2	0.1	1	0
O=C(NC(=S)Nc1ccc(N2CCCCC2)cc1)c1cccs1	-7	0	-3	-1	-3	37	1	.	6
O=C(N/N=C/c1ccc(O)cc1)c1ccc(COc2cc(Cl)ccc2Cl)o1	-15	-4	0	1	29	7	0.7	.	9
COC(=O)CSc1nnc([C@H](CC(C)C)NC(=O)OC(C)(C)C)o1	-7	0	-4	-7	6	-10	0.9	-3	0
Cc1cc(NC(=O)CCCSc2nc(-c3ccco3)cc(C(F)(F)F)n2)no1	-8	-6	-6	10	21	-15	0.8	3	4
O=C(O)CSc1cccc[n+]1[O-]	-7	13	5	8	29	-11	0.7	.	-16

Profiles as entered above.
Record of Cc1cccc(NC(=O)CSc2nnc(-c3ccco3)o2)c1C = PLK1 inh: -8; LYP act: 12; EphB4 antag: -15; Rev-RRE block: -4; CYP2C9 inhib: 18; Plk1 PBD FP: 12; CYP2C9 activ: 0.8; Candida biofilm: 2; PTPN22 inh 2: -13
Record of COC(=O)C1=C(O)/C(=C\c2ccc(CNC(=O)C(=O)Nc3ccc(C)cc3)o2)N=C1C = PLK1 inh: -12; LYP act: 3; EphB4 antag: 2; Rev-RRE block: 8; CYP2C9 inhib: 88*; Plk1 PBD FP: 20; CYP2C9 activ: 0.1; Candida biofilm: 2; PTPN22 inh 2: -2

Next part
molecule	PLK1 inh	LYP act	EphB4 antag	Rev-RRE block	CYP2C9 inhib	Plk1 PBD FP	CYP2C9 activ	Candida biofilm	PTPN22 inh 2
CCOC(=O)C1CCN(c2nc3ccccc3nc2C(C#N)C(=O)NCCc2ccccc2)CC1 (stereo not drawn)	2	-4	1	9	.	-23	.	10	3
Cc1ccc(-n2nnnc2Sc2nc([N+](=O)[O-])nn2C)c(C)c1	-1	8	-4	-4	.	-4	.	.	-5
CCOc1ccc(C2Sc3ccccc3NC3=C2C(=O)OC3)cc1 (stereo not drawn)	-10	-7	1	19	56*	-1	0.4	5	10
CCOC(=O)C(C(C)=O)C(c1ccc(OC)cc1)C(C(C)=O)C(=O)OCC (stereo not drawn)	-17	5	8	6	-18	-3	1.2	.	-1
COc1ccc(NC(=O)C2CCCN(S(=O)(=O)c3ccc(C)cc3)C2)cc1OC (stereo not drawn)	-12	-4	5	12	.	8	.	.	0
COc1ccc2c(c1)c(C(=O)CN1CCC3(CC1)OCCO3)c(C)n2C	17	2	-9	0	14	-4	0.9	11	-5
CC1CCCN(C(=O)C2CCN(S(=O)(=O)c3cccc4cccnc34)CC2)C1 (stereo not drawn)	-10	-3	-3	2	-228	11	3.3*	-5	3
CCOC(=O)c1sc2cc([N+](=O)[O-])cc(SCC(=O)OC)c2c1N	-8	13	3	16	87*	-10	0.1	.	-14

An excerpt of these results, as labelled records.
> Cc1ccc(-n2nnnc2Sc2nc([N+](=O)[O-])nn2C)c(C)c1
  PLK1 inh: -1 | LYP act: 8 | EphB4 antag: -4 | Rev-RRE block: -4 | CYP2C9 inhib: . | Plk1 PBD FP: -4 | CYP2C9 activ: . | Candida biofilm: . | PTPN22 inh 2: -5
> CC1CCCN(C(=O)C2CCN(S(=O)(=O)c3cccc4cccnc34)CC2)C1 (stereo not drawn)
  PLK1 inh: -10 | LYP act: -3 | EphB4 antag: -3 | Rev-RRE block: 2 | CYP2C9 inhib: -228 | Plk1 PBD FP: 11 | CYP2C9 activ: 3.3* | Candida biofilm: -5 | PTPN22 inh 2: 3

(listing goes on)
molecule	PLK1 inh	LYP act	EphB4 antag	Rev-RRE block	CYP2C9 inhib	Plk1 PBD FP	CYP2C9 activ	Candida biofilm	PTPN22 inh 2
CCSc1nnc(NC(=O)c2nn(C(C)C)c(=O)c3ccccc23)s1	-14	0	6	3	16	22	0.8	6	-3
NNc1ncnc2c1cnn2-c1ccccc1	75*	9	4	7	40	13	0.6	6	-8
CCOc1ccc(/C=C/C2=Cc3c(sc(NC(=O)CSc4n[nH]c(N)n4)c3C#N)C(C)(C)C2)cc1	-2	-2	-2	-16	31	-6	0.7	2	-2
Cc1ccc(N=Cc2ccc[nH]2)c(O)c1	-3	6	-4	5	-6	-21	1.1	.	-2
CCOC(=O)c1sc(NC(=O)CSc2nc(C)cc(C(F)(F)F)n2)c(C#N)c1C	1	9	-1	17	25	16	0.8	4	-12
O=C(O)c1c[nH]ccc1=O	3	10	1	4	18	3	0.8	8	-14
CC(=O)N1CCc2cc(C(=O)CN3CCN(c4ccccc4F)CC3)ccc21	-17	-1	-3	2	31	-11	0.7	10	0
COc1cc2c(cc1OC)C(COc1ccc(F)cc1)N(C(=O)c1ccco1)CC2 (stereo not drawn)	-10	-3	-3	7	76*	1	0.2	1	1
COCCOC(=O)c1c(C)nc(SCC(=O)Nc2ccc(OC)cc2)c(C#N)c1-c1ccco1	3	-1	-3	2	54*	-6	0.5	0	2
COc1cccc(NC(=O)CSc2nc3ccccc3c(=O)n2CCCC(=O)N2CCCC2)c1	-8	-2	-3	0	88*	-8	0.1	6	-1
COc1ccc(CCSc2nnc(C3CCCCC3)n2N)cc1	13	-2	5	2	52*	14	0.5	1	0
O=C(CN(c1ccccc1)S(=O)(=O)c1ccccc1[N+](=O)[O-])NN=C1CCCCCCC1	-4	2	-12	6	35	3	0.6	.	1
COc1cccc2cc(-c3nc(-c4cccs4)cs3)c(=O)oc12	-4	-3	1	15	83*	-2	0.2	4	2
